# PAFAH1B2 inh: PAFAH1B2 enzyme inhibitors, primary screen, biochemical, fluorescence polarization, human; recombinant PAFAH1B2, FP-rhodamine activity probe; inhibition, % at 3.39 µM; 1.2% of 340,000 active; AID 492953, 2010;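 active = inhibition above the mean of all tested compounds plus 3 SD, cut at about 24% in these data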;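 note: 0% = enzyme with DMSO and 100% = wells lacking PAFAH1B2; many of its hits are not listed in these tables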
# PAFAH1B3 FP inh: PAFAH1B3 enzyme inhibitors, primary screen, biochemical, fluorescence polarization, human; recombinant PAFAH1B3, FP-rhodamine probe; inhibition, % at 3.39 µM; 0.28% of 340,000 active; Platelet-activating factor acetylhydrolase IB subunit alpha1 (Homo sapiens), Q15102;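 active = inhibition above the screen-wide average of all tested compounds plus 3 SD, cut at about 25% in these data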;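 note: 0% = enzyme with DMSO only and 100% = wells lacking PAFAH1B3 protein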
# pPAFAH inh: pPAFAH enzyme inhibitors, primary screen, biochemical, fluorescence polarization, human. inhibition, % at 3.39 µM. Platelet-activating factor acetylhydrolase (Homo sapiens), Q13093. AID 463082, 2010. 1.5% of 330,000 active. recombinant pPAFAH, FP-rhodamine probe fluorescence polarization;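 active = inhibition above the mean inhibition across the screen plus 3 SD, cut at about 25% in these data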;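 note: inhibitors block binding of the rhodamine activity-based probe so polarization drops; 0% = enzyme with DMSO and 100% = wells lacking pPAFAH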
# Target sequence (Q13093 whole entry, looked up): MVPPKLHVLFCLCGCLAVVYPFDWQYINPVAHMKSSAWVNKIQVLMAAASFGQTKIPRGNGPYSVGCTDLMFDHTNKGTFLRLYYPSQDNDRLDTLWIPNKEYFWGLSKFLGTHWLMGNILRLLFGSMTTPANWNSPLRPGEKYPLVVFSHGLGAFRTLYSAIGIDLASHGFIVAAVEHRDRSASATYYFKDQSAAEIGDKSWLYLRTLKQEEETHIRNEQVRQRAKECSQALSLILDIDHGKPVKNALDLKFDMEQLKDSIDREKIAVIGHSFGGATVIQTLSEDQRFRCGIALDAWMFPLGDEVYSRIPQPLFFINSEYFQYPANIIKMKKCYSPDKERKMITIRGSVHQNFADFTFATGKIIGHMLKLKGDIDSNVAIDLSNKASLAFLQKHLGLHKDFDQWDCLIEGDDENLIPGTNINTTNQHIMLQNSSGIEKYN
# PREPL inh: PREPL enzyme inhibitors, primary screen, biochemical, fluorescence polarization | Prolyl endopeptidase-like (Homo sapiens), Q4J6C6 | recombinant PREPL, fluorescence polarization activity-based probe | inhibition, % at 5.96 µM | 0.68% of 320,000 active | AID 2751, 2010; in the data active = inhibition above about 43%;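 note: 0% = enzyme with DMSO and 100% = wells lacking enzyme; many of its hits are not listed in these tables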
# PAD4 FP inh: human PAD4 inhibitors, primary screen, biochemical, fluorescence polarization, 1536-well format. 0.41% of 330,000 active. inhibition, % at 6.36 µM. recombinant PAD4, RCA probe fluorescence polarization;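 active = percent inhibition above a cutoff equal to the mean of all tested compounds plus 3 SD, cut at about 15% in these data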;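 note: 0% = PAD4 with RCA probe and DMSO and 100% = probe without PAD4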
# LYPLA2 counter: LYPLA2 inhibitors, primary screen, counter-screen for PME1 inhibitor project, biochemical, fluorescence polarization, FP-Rh probe ABPP | Acyl-protein thioesterase 2 (Homo sapiens), O95372 | recombinant LYPLA2 | inhibition, % at 5.9 µM | 0.38% of 320,000 active;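 active = inhibition above the screen-wide mean plus 3 SD, limit set per campaign, cut at about 26% in these data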;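 note: 0% = LYPLA2 with DMSO and 100% = wells lacking LYPLA2 enzyme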
# GSTO1 inh: inhibitors of recombinant GSTO1, primary screen, counter-screen for RBBP9 inhibitor project, biochemical, fluorescence polarization; Glutathione S-transferase omega-1 (Homo sapiens), P78417; activity-based probe fluorescence polarization; inhibition, % at 5.96 µM; 1.1% of 300,000 active; AID 1974, 2009;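 active = inhibition above the campaign mean inhibition plus 3 SD, cut at about 35% in these data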;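 note: 0% = GSTO1-1 with DMSO and 100% = wells lacking GSTO1-1 enzyme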
# Target sequence (P78417 whole entry, looked up): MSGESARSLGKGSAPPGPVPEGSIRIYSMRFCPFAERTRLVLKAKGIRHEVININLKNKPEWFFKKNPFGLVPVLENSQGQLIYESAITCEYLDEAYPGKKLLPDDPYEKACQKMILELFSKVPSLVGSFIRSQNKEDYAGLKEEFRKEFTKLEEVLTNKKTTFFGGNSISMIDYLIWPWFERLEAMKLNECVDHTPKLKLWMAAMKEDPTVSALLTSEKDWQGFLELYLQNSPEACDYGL
# LYPLA1 counter: LYPLA1 inhibitors, primary screen, counter-screen for PME1 inhibitor project, biochemical, fluorescence polarization, FP-Rh probe ABPP; Acyl-protein thioesterase 1 (Homo sapiens), O75608; recombinant LYPLA1; inhibition, % at 5.9 µM; 0.16% of 320,000 active; AID 2174, 2009;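 active = inhibition above the mean of all tested compounds plus 3 SD, set per campaign, cut at about 14% in these data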;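 note: inhibitors block serine hydrolase probe labeling of LYPLA1 so polarization falls; 0% = enzyme with DMSO and 100% = wells lacking LYPLA1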
# Target sequence (O75608 whole entry, looked up): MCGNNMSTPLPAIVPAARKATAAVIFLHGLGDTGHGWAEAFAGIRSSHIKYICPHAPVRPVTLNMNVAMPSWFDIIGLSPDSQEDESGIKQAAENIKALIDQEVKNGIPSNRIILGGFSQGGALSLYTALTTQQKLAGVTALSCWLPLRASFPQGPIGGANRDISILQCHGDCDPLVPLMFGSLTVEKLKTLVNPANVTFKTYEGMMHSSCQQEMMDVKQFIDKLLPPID
# PAFAH2 inh: PAFAH2 enzyme inhibitors, primary screen, biochemical, fluorescence polarization, human; Platelet-activating factor acetylhydrolase 2, cytoplasmic (Homo sapiens), Q99487; recombinant PAFAH2, FP-rhodamine activity probe; inhibition, % at 3.39 µM; 0.99% of 340,000 active;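 active = inhibition above the mean over all tested compounds plus 3 SD, cut at about 30% in these data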;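 note: inhibitors block probe labeling of enzyme so polarization drops; 0% = enzyme with DMSO and 100% = wells lacking PAFAH2 protein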
# An asterisk follows results filed as active; / = no result given. A portion of the library; count on the stated rates, not on these rows.
cpd	compound	PAFAH1B2 inh	PAFAH1B3 FP inh	pPAFAH inh	PREPL inh	PAD4 FP inh	LYPLA2 counter	GSTO1 inh	LYPLA1 counter	PAFAH2 inh
1	O=[N+]([O-])c1cccc(CN2CCN(Cc3ccc(Cl)cc3)CC2)c1	3	-2	-1	-3	-6	2	10	0	-5
2	O=C(Nc1ccc(OC(=O)N2CCCC2)cc1)N1CCOCC1	4	6	-4	15	-7	0	4	2	5
3	C=CCn1c(O)c(C(CC)=NCc2cc(OC)cc(OC)c2)c(=O)[nH]c1=O	1	8	-3	18	2	0	2	0	-2
4	OC(CN1CCCCC1)c1c[nH]c2ccccc12 (centres undefined)	3	-7	-2	15	-3	4	1	0	-7
5	CN1C(=O)C(Cc2cccs2)C(=O)N(C)C1=O	3	3	8	11	1	-2	5	1	-4
6	O=C1NC(=O)C(=Cc2csc3ccccc23)C(=O)N1	3	6	0	-2	2	-2	6	-1	-2
7	Nc1nnc(P(c2ccccc2)c2ccccc2)s1	1	7	2	-6	-1	2	3	-1	-2
8	COc1ccc(-n2c(O)c(C(C)=NCc3ccc4c(c3)OCO4)c(=O)[nH]c2=O)cc1	-3	1	1	34	0	0	-10	2	13
9	Cc1cccc(NC(=O)[C@@H](NC(=O)N2C[C@H]3C[C@@H](C2)c2cccc(=O)n2C3)C(C)C)c1	1	9	3	3	1	2	-7	2	3
10	CCN1CC2(COC(=O)c3ccccc3N)CCC(OC)C34C5CC6C(OC)CC(O)(C5C6OC)C(O)(C(OC)C23)C14 (centres undefined)	3	-5	3	45*	3	2	-2	1	-1
11	COC(=O)C1=C(c2ccccc2OCc2ccccc2)C[C@@H]2CC[C@H]1N2C(=O)NCc1ccc(Cl)cc1	3	-2	0	1	1	-5	/	1	-11
12	CC(C)c1oc(=O)cc2c1[C@@H](O)[C@H]1OC(=O)[C@@]3(C)C[C@@H](O)[C@@H](O)[C@@]2(C)C13 (some centres undefined)	5	9	4	10	0	2	-1	0	3
13	CCC(=NCCCN(CC)CC)c1c(O)n(-c2ccccc2)c(=O)[nH]c1=O	0	3	10	3	5	3	-4	2	-3
14	CCC(=NCCc1ccccc1)c1c(O)n(C2CCCCC2)c(=O)[nH]c1=O	2	7	11	7	-1	7	-7	2	-1
15	Cc1nccc2c1[nH]c1ccc(Br)cc12	-5	15	8	6	-2	0	-11	-9	-8
16	CCCc1cc(=O)oc2cc(OCC(=O)N3CCN(Cc4ccc5c(c4)OCO5)CC3)ccc12	-3	5	6	10	-1	11	8	3	8
17	COc1ccc(C2=NCC(=O)N(CC(=O)NCc3ccco3)c3sc4c(c32)CCCC4)cc1OC	0	5	3	7	-3	6	-2	0	8
18	COC(=O)CC1NC2CCCCC2NC1=O (centres undefined)	5	0	6	3	4	0	1	1	-2
19	O=C(C1CC(=O)N(C2CCCCCCC2)C1)N1CCC2(CC1)OCCO2 (centres undefined)	0	13	3	2	3	4	4	3	14
20	O=[N+]([O-])c1ccc(N2CCCC2)cc1N/N=C1\CN2CCC1CC2	3	2	8	4	-4	5	1	3	2
21	COc1cccc(N=Nc2c(O)[nH]c(=S)[nH]c2=O)c1	3	-1	8	-3	-2	-2	10	0	7
22	COC(=O)COc1ccc(/C=C2\C(=O)NC(=S)N(c3ccc(C)cc3)C2=O)cc1OC	6	13	6	-3	-1	-3	2	1	4
23	NNC(=O)c1ccc(O)cc1	-3	4	3	-1	2	-6	/	0	1
24	O=c1cc(C2CCNCC2)[nH][nH]1	0	-1	3	3	37*	7	19	3	-7
25	NC(=O)c1c(NC(=O)c2ccc(S(=O)(=O)N(CCCl)CCCl)cc2)sc2c1CCCCC2	2	4	1	-5	0	-2	1	-1	-2
26	Cc1ccc(N=Cc2c(O)n(C)c(=O)n(C)c2=O)cc1	3	-1	3	-17	-1	-3	4	1	5
27	Nc1ccc(C2(c3ccc(N)cc3)CN3CCC2CC3)cc1	5	-2	-6	37	0	-3	0	0	3
28	Cc1ccc(-n2c(C)nc3ccccc3c2=O)c(C)c1	6	-2	10	5	-5	1	4	2	6
29	Cc1cc(=O)oc2cc(OCC(=O)N3CCN(Cc4ccccc4)CC3)ccc12	4	10	8	23	1	/	/	/	2
30	Cc1nc2ccc(Cl)cc2c(-c2ccccc2)c1C(=O)O	-5	1	-1	4	-7	-1	2	-1	-5
31	CCOc1ccccc1N1C(=O)NC(=O)C(CCc2ccncc2)(CCc2ccncc2)C1=O	0	-2	-3	16	-4	-3	-4	3	-9
32	CN1[C@@H]2CC[C@H]1CC(OC1c3ccccc3CCc3ccccc31)C2 (some centres undefined)	3	-8	-5	22	0	4	4	-2	9
33	O=c1c2ccccc2[nH]c(=S)n1-c1ccc(Br)cc1	4	4	-7	0	1	-5	5	-3	1
34	O=C1NC(=O)N(Cc2ccccc2Cl)C(=O)/C1=C/c1cccs1	4	-1	3	-3	-7	-15	-4	-13	12
35	CCCCCn1c(=O)c(C(=O)Nc2cccc(C)n2)c(O)c2ccccc21	1	8	-6	-5	-1	3	-6	4	1
36	CCOc1ccc(-n2c(O)c(C=NCCN3CCNCC3)c(=O)[nH]c2=O)cc1	3	11	-1	17	-2	0	0	-1	1
37	CC1(C)COC(Nc2ccc(Cl)cc2)=N1	4	3	-7	1	0	-13	6	-5	-4
38	O=C(c1cc(-c2ccccc2)on1)N1CCC2(CC1)OCCO2	/	/	3	6	-2	-1	0	4	/
39	CCC(C)/C=C(C)/C=C/C1=CC2=C(Cl)C(=O)C(C)(OC(C)=O)C(=O)C2=CO1 (centres undefined)	21	17	32*	13	-2	12	43*	9	22
40	C#CCN1C(=O)C2(C(C#N)=C(N)OC(C)=C2C(=O)OCc2ccccc2)c2ccccc21 (centres undefined)	5	6	6	4	3	1	-1	4	0
41	CCCn1c(C)cc(C=O)c1C	6	-1	5	3	-4	-3	2	-1	5
42	CN(C)C(=O)Oc1ccc2c(c1)O/C(=C\c1cccc(Cl)c1)C2=O	3	-5	2	-1	2	-1	1	3	6
43	O=C(CCN1C(=O)COc2ccccc21)N1CCC2(CC1)OCCO2	2	2	1	0	-1	6	-1	8	3
44	Cc1ccc(C2N(c3ccccn3)C(=O)C3CCCN32)o1 (centres undefined)	0	-5	-1	-1	-11	-6	-3	-2	-5
45	O=C(Cc1ccc(Cl)cc1)NCCN1CCN(C(=O)Cc2ccc(Cl)cc2)CC1	5	12	6	13	1	2	-11	3	-10
46	COC(=O)C1=C(c2ccc(F)cc2OCc2ccccc2)C[C@@H]2CC[C@H]1N2C(=O)N1CCCCC1	0	0	0	8	-3	-2	/	4	6
47	COc1ccc(CN2C(=O)NC(=O)/C(=C/c3cc(OC)c(OC)c(OC)c3)C2=O)cc1	-1	-3	2	-12	-4	-6	5	-1	-1
48	COc1ccc(OC)c(-n2c(O)c(C=Nc3c(C)n(C)n(-c4ccccc4)c3=O)c(=O)[nH]c2=O)c1	0	5	7	7	2	0	4	2	7
49	COC(=O)C1=C(c2ccc(F)cc2OCc2ccccc2)C[C@@H]2CC[C@H]1N2C(=O)NCCN1CCOCC1	0	2	-1	0	-4	1	/	4	1
50	c1ccc2c(c1)[nH]c1cnccc12	-1	-6	-9	10	-6	0	-1	0	0

# (next part)
cpd	compound	PAFAH1B2 inh	PAFAH1B3 FP inh	pPAFAH inh	PREPL inh	PAD4 FP inh	LYPLA2 counter	GSTO1 inh	LYPLA1 counter	PAFAH2 inh
51	CC(=O)NC(Cc1ccc(N(CCCl)CCCl)cc1)C(=O)O (centres undefined)	7	5	-2	-2	-3	7	2	3	4
52	Oc1cc(Cl)ccc1Oc1ccc(Cl)cc1Cl	3	3	8	-3	-2	6	-14	-7	1
53	O=C(CN1CCN(CCO)CC1)Nc1ccc(Cl)cc1C(=O)c1ccccc1	3	7	9	31	-1	4	12	-2	-6
54	Cc1cc(C(=O)OCC(=O)Nc2ccc(F)cc2)c(C)n1C1CC1	0	5	7	7	-1	-1	/	-1	43*
55	CC(N)Cc1c[nH]c2cc3c(cc12)OCCO3 (centres undefined)	3	7	-2	9	-1	-1	6	-3	4
56	O=C(Nc1ccc(F)cc1)OC1CN2CCC1CC2 (centres undefined)	1	1	-3	16	-1	-1	4	2	3
57	Cc1ccc(CN2CCN(C)CC2)c(C)c1	5	3	3	-6	2	5	4	-1	0
58	CN(C)N=O	0	4	-1	11	-1	3	/	1	10
59	Cc1cc(NC(=O)CCl)nn1C	2	-1	-2	18	1	2	85*	1	-1
60	CCOC(=O)c1nsnc1NCCCl	1	7	1	-4	2	-1	4	-1	1
61	C[C@]12CC[C@@H](O)CC1=CCC1C2CC[C@]2(C)C(=O)[C@H](F)CC12 (some centres undefined)	5	3	3	4	0	/	/	/	-2
62	O=c1[nH]c(O)c(C=Nc2ccccc2Sc2ccccc2)c(=O)[nH]1	7	6	6	-35	-1	3	-5	-1	4
63	CCOC(=O)C1CCN(/C=C2/C(=O)NC(=S)N(c3ccccc3F)C2=O)CC1	-1	0	3	-6	0	7	-2	8	1
64	COc1ccc(-n2c(/C=C/c3ccc4c(c3)OCO4)nc3ccccc3c2=O)cc1	-8	0	-6	-13	0	14	-4	-4	-9
65	CN1CCN(C(=O)O[C@H]2c3nccnc3C(=O)N2c2ccc(Cl)cn2)CC1	2	5	3	6	0	-1	-3	0	-5
66	COc1ccccc1CN1CCN(C(=O)Cc2ccccc2)CC1	4	8	-7	-12	3	0	-5	0	1
67	COc1ccc(CCNCc2cccc(C(F)(F)F)c2)cc1OC	3	4	-4	1	-2	-1	7	-2	-1
68	N#C/C(=C(/O)c1ccc(S(=O)(=O)N(CCCl)CCCl)cc1)c1nc2ccccc2[nH]1	-4	-6	-3	-9	2	1	8	1	-15
69	COc1ccccc1OCC#CCN1CCOCC1	3	11	6	2	-5	3	4	-2	4
70	NP(=O)(OCCCCc1ccccc1)Oc1ccccc1Cl (centres undefined)	99*	46*	70*	16	6	25	6	19*	31*
71	CN(CCOc1ccc(C=C2C(=O)NC(=O)NC2=O)cc1)c1ccccn1	9	9	2	8	-1	3	-11	2	9
72	Clc1ccc2c(c1)C(c1ccccc1Cl)=NCc1nnc(N3CCN(CCOc4ccccc4)CC3)n1-2	3	8	3	32	11	0	-1	-3	-3
73	CC1CN=C(NCc2ccc(F)cc2)S1 (centres undefined)	-2	0	4	-1	3	6	0	3	2
74	Clc1ccc(C(c2ccccc2)c2ncc[nH]2)cc1 (centres undefined)	4	1	-2	1	3	10	6	5	1
75	CCOc1ccc(NC(=O)C2C3c4ccccc4C(c4ccccc43)C2C(=O)O)cc1 (centres undefined)	-4	11	-1	8	-4	1	6	3	1
76	N#CC(c1ccccc1)N1CCOCC1 (centres undefined)	-4	5	13	6	-8	-1	-3	-1	3
77	CN1C(=O)/C(=C\N2CCc3ccccc32)C(=O)NC1=S	-7	-8	7	3	-4	2	6	-1	-12
